Pin1 inhibitor – qHTS Assay to Find Inhibitors of Pin1; Peptidyl-prolyl cis-trans isomerase NIMA-interacting 1 (Homo sapiens), Q13526; Pin1 FP peptide displacement, HiFluor488, 10 min; Potency, µM (titrated, usually from 115 µM), without a hit: at the top dose activity, negative = inhibition, usual class: inhibitors; hit rate 0.009% among 390,000; AID 504891, 2011; active = well fitted inhibition curve with a large enough effect in the polarisation, with a control signal flat, not every such curve was filed as active; inconclusive = small, poorly fitted or top-dose-only effect, or effect the other way, or a change in a side signal; inactive = no such curve, though single readings can be large or run the other way; the % refers to the polarisation; also: % is scaled to controls: 0 for no effect and ±100 for the full control effect
G9a block – qHTS Assay for Inhibitors of Histone Lysine Methyltransferase G9a. Histone-lysine N-methyltransferase EHMT2 (Homo sapiens), Q96KQ7. hit rate 8.8% among 350,000. G9a H3K9 monomethylation, AlphaScreen, 2 h. Potency, µM (top dose mostly 102 µM), without a hit: top-dose activity, negative = inhibition, hits mostly inhibitors; also: % is scaled to controls: 0 for no effect and ±100 for the full control effect; nearly all actives have a fitted effect of over 75% in size
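Quantitative HTS format: methyltransferase activity on a biotin-tagged H3K9 peptide is measured by AlphaScreen, using a rabbit anti-monomethyl-H3K9 antibody with streptavidin donor and anti-IgG acceptor beads. Final levels are 20 nM enzyme, 500 nM peptide, 20 uM SAM; 2 h RT.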
PGK inhibitor – qHTS Assay to Find Inhibitors of Phosphoglycerate Kinase; Potency, µM (series often up to 57.5 µM), for the others: at the top dose activity change, negative = inhibition, actives largely listed as inhibitors; hit rate 0.043% among 380,000; PGK/GAPDH coupled, Kinase-Glo luminescence, 60 min; AID 602233, 2012; also: % is scaled to controls: 0 for no effect and ±100 for the full control effect; nearly all actives have a fitted effect of over 60% in size
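Luminescent ATP detection (Kinase-Glo Plus) follows a 60-minute room-temperature incubation, with wells lacking PGK as controls. Buffer: 100 mM TEA (pH 7.6), 5 mM MgCl2, 0.01% Tween-20. Coupling enzyme GAPDH (100 nM final) supplies unstable 1,3-BPG in-well.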
GLS inhibitor – qHTS for Inhibitors of Glutaminase (GLS); Glutaminase kidney isoform, mitochondrial (Homo sapiens), O94925; AID 624170, 2012; hit rate 0.21% among 410,000; Potency, µM (series often up to 45.5 µM), inactives show top-dose activity change, negative = inhibition, most hits filed as inhibitors; GLS enzymatic activity, qHTS titration; also: % is scaled to controls: 0 for no effect and ±100 for the full control effect
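hKGA; 45 mM KH2PO4 pH 8.2 + 0.02% Tween-20; cpd via pin tool; 1 mM Gln soln; GluOx/HRP/Amplex Red; RT 30 min; fluor. t0 & final.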
BAZ2B block – qHTS Assay for Inhibitors of BAZ2B. Bromodomain adjacent to zinc finger domain protein 2B (Homo sapiens), Q9UIF8. AlphaScreen BAZ2B-H3K14Ac peptide displacement. Potency, µM (top dose mostly 114 µM), for the others: at the top dose activity change, negative = inhibition, hits mostly inhibitors. hit rate 4.4% among 360,000. AID 504333, 2011; also: % is scaled to controls: 0 for no effect and ±100 for the full control effect; nearly all actives have a fitted effect of over 60% in size
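BAZ2B (50 nM) with biotin-H3(5-23)K14Ac peptide (50 nM) in PBS pH 7.4, 0.01% Tween-20, preformed 30 min, then compound 30 min at room temperature; top concentration 110uM. AlphaScreen streptavidin donor/nickel chelate acceptor beads (10 ug/mL final), 20 min dark, signal read.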
BLM helicase inh – qHTS Assay for Inhibitors of Bloom's syndrome helicase (BLM) | Potency, µM (titrated, usually from 56.1 µM), inactives show at the top dose activity change, negative = inhibition, most hits filed as inhibitors | recombinant BLM DNA unwinding, fluorescence dequenching | hit rate 0.2% among 350,000 | AID 2528, 2010;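 also: plate controls were vehicle for no effect and no enzyme for full effect; nearly all actives have a fitted effect of over 35% in size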
Target sequence (P54132 whole entry, looked up): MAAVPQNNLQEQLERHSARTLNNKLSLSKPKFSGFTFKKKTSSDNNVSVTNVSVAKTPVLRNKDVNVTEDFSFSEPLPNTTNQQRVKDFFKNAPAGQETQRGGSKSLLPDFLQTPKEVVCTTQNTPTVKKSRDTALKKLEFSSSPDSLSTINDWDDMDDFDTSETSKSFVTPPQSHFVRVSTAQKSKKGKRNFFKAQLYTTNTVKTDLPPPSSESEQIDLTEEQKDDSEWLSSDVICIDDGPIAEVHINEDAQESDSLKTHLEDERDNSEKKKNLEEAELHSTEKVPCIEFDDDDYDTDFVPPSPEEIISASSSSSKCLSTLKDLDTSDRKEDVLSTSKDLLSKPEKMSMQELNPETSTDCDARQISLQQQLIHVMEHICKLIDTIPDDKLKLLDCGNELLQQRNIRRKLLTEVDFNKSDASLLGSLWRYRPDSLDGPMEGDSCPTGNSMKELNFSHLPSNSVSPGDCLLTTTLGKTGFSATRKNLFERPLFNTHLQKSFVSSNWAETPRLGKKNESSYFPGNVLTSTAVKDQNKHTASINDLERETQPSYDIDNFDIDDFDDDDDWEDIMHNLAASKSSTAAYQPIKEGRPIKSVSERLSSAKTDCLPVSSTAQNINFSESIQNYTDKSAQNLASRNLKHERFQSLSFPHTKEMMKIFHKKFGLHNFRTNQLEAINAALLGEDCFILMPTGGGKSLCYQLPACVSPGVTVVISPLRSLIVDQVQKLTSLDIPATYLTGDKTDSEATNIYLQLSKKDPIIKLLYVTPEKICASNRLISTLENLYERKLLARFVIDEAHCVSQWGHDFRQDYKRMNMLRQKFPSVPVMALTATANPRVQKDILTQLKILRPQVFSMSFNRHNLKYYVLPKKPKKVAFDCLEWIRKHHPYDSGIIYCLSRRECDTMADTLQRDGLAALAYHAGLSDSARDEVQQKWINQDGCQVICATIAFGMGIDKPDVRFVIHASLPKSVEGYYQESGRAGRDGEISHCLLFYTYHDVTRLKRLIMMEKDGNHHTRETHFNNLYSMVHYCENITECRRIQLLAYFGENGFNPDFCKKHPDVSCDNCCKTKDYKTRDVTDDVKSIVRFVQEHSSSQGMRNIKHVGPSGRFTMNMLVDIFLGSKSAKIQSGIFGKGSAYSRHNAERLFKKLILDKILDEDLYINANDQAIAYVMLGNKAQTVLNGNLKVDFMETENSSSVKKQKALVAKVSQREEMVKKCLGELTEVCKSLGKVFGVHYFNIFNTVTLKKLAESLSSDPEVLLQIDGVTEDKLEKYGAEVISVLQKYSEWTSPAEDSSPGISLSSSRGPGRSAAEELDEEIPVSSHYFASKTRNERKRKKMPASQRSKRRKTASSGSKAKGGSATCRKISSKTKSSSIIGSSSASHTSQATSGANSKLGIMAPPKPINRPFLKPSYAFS
JMJD2A Tudor inh – qHTS Assay for Inhibitors of JMJD2A-Tudor Domain; hit rate 4.4% among 390,000; Potency, µM (highest dose often 114 µM), without a hit: at the top dose activity change, negative = inhibition, actives largely listed as inhibitors; Lysine-specific demethylase 4A (Homo sapiens), O75164; AlphaScreen JMJD2A-Tudor / H3K4me3 peptide binding; also: % is scaled to controls: 0 for no effect and ±100 for the full control effect; nearly all actives have a fitted effect of over 50% in size
POLI inh – qHTS for Inhibitors of Polymerase Iota; AID 588590, 2011; Potency, µM (highest dose often 115 µM), without a hit: at the top dose activity, negative = inhibition, usual class: inhibitors; DNA polymerase iota (Homo sapiens), Q9UNA4; Pol iota fluorescent replication assay, 10 min; hit rate 1% among 390,000
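Pol iota at 10 nM preincubated 15 min with compounds at room temperature; reaction started with fluorescent substrate, 50 nM final. Fluorescence read kinetically at 0 and 10 min; buffer-only wells as negative control.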
HP1b binding inh – HTS for Inhibitors of HP1-beta Chromodomain Interactions with Methylated Histone Tails; AlphaScreen HP1-beta / biotin-H3K9me3 peptide binding; AID 540317, 2011; hit rate 0.56% among 390,000; Potency, µM (series often up to 114 µM), for the others: top-dose activity change, negative = inhibition, usual class: inhibitors; Chromobox protein homolog 1 (Homo sapiens), P83916; also: nearly all actives have a fitted effect of over 70% in size; inactives centre near 23
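Compound inhibition of the preformed complex between 50 nM HP1-beta and 50 nM biotinylated H3K9me3 peptide was read by AlphaScreen. Buffer was PBS pH 7.4 with 0.01% Tween-20. Incubations ran 30 min at room temperature, with 10 ug/mL donor/acceptor beads.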
Starred values were filed as active, the others as inactive; i = inactive; ? = inconclusive; . = no result given; [ ] = remark or other dose. Unless noted, calls follow the shape of the dose curve; as a rule, active = well fitted curve in the direction sought with a large enough effect; inconclusive = small, poorly fitted or top-dose-only effect, or another doubt; inactive = no such curve, though single readings can be large; an effect the other way counts as inactive or inconclusive. Potency is read from the fitted curve at half-maximal effect. These rows are one share of the data; count on the stated rates, not on these rows.

SMILES | Pin1 inhibitor | G9a block | PGK inhibitor | GLS inhibitor | BAZ2B block | BLM helicase inh | JMJD2A Tudor inh | POLI inh | HP1b binding inh
COc1cccc(COC(=O)c2ccc3c(c2)NC(=O)C(C)S3)c1OC (stereo unspecified) | 0% | -9% | -2% | -2% | -1% | . | -7% | 40%[activator] | 25%
O=C(Cn1nnc(-c2ccccc2F)n1)Nc1cccc2ncccc12 | -4% | -23% | -1% | 2% | -4% | -5% | -4% | 17% | 31%
CCOC(=O)c1c(NC(=O)CSc2nnc(CN3CCOCC3)n2C)sc2c1CCCC2 | 3% | -18%[12.7 µM] | 3% | 11% | -27% | -1% | -10% | 31%[activator] | 16%
CCCn1nnc(NC(=O)C(C)Oc2ccc(Cl)cc2Cl)n1 (stereo unspecified) | 0% | 8%[59 µM] | -3% | -2% | -6% | -3% | 1% | 35%[activator] | 38%
O=C(c1cc2ccccc2oc1=O)N(Cc1cccs1)CC1CCCO1 (stereo unspecified) | 3% | 17% | 0% | 6% | 2% | -4% | -1% | -14% | 19%
O=C(COC(=O)c1ccccc1NC(=O)c1ccco1)NCCC1=CCCCC1 | 15% | -44%[12.7 µM] | 1% | 4% | -8% | -1% | -14% | 7% | 21%
COC(=O)c1ccc(OC)c(Cn2c(=O)n(-c3cccc(Cl)c3)c(=O)c3c2c2cc(C)ccc2n3C)c1 | 0% | -11%[59 µM] | 1% | 11% | 2% | -8% | -12% | -1% | 21%
CSc1nsc(SCC(=O)Nc2ccccn2)n1 | 14% | -4%[59 µM] | -1% | 6% | -5% | 5% | -6%[57.1 µM] | 15% | 10%
NNC(=O)c1[nH]c2ccccc2c1-c1ccccc1 | 0% | 5%[12.7 µM] | -4% | 7% | -30% | -7% | -25% | -30% | 23%
Cn1nccc1CNC(=O)c1c(Cl)cnn1C | -3% | 24%[59 µM] | -5% | -20% | 13% | 1% | -6% | 23% | 44%[activator]
CC1(C(=O)N(c2ccccc2)C(C(=O)NC2CCCC2)c2ccccn2)CC(=O)N=C2C=CC=CN21 (stereo unspecified) | -14% | -6%[12.7 µM] | -5% | 9% | -6% | -2% | 3% | 5% | 49%
CC[C@@]12C(=O)N(c3cccc(Br)c3)C(=O)N1[C@H](c1ccc(F)cc1)[C@@H]1C(=O)N(C3CCCCC3)C(=O)[C@@H]12 | 3% | 3%[2.33 µM] | -5% | -11% | 8% | . | -14% | 25% | 27%
Cc1cc(C)c(NC(=O)C2CCN(c3nn4c(=O)cc(C)nc4s3)CC2)c(C)c1 | -11% | 18%[59 µM] | -8% | -4% | 3% | 1% | 7% | 22% | 46%
COc1ccc(CN2C=C3C(=O)C(C)(OC(=O)C4CCCC4)C(=O)C=C3C=C2c2ccsc2)cc1 (stereo unspecified) | -2% | ? | -2% | -5% | ? | 1%[12.4 µM] | ? | -4% | -23%
CC1=C(c2ccc(C)c(C)c2)S(=O)(=O)N(Cc2ccc(C(=O)NCc3cccc(C)c3)cc2)C1=O | -1% | -6%[59 µM] | 9% | -2% | -16% | -5% | -18% | 11% | 19%
N#Cc1ccc(-c2ccc3c(c2)OCO3)nc1SCC(=O)OCc1ccccc1 | 56%[activator] | 73%[activator] | -1% | 17% | 24% | -5% | 32% | 0% | 102%[activator]
COc1ccc(N2C(=O)CC(SC(C)C)C2=O)cc1 (stereo unspecified) | 6% | -27% | 0% | 8% | 3% | 5% | -7% | 30% | 29%
CCCCSCCCNC(=O)c1ccc(CS(=O)(=O)c2ccc(OC)cc2)o1 | -3% | -9% | -2% | -15% | -12% | -1% | -17% | 139%[activator] | 9%
CCOC(=O)c1c(C)[nH]c(C)c1S(=O)(=O)NCCN1CCN(c2cc(Cl)ccc2C)CC1 | 4% | ? | i | 9% | ? | -14% | 16% | -6% | 49%[activator]
COc1ccc(-n2c(N)c(Br)c(=O)[nH]c2=O)cc1 | -2% | -13%[12.7 µM] | . | 1% | 2% | -2% | -20% | 10% | 21%
CN(Cc1cccs1)C(=O)CSc1nc(N)cc(N)n1 | 3% | -1% | -5% | -2% | . | -3% | 79µM* | 173%[activator] | 11%
Cc1cc(NC(=O)CC#N)n(-c2nc3ccccc3[nH]2)n1 | 19% | 15% | -2% | 4% | -5% | 1% | -7% | 17% | 40%[activator]
Cc1ccc(S(=O)(=O)N2CCN(Cc3noc(CCC(=O)N4CCCCC4)n3)CC2)c(C)c1 | -4% | ? | 7% | 9% | -28% | 3% | -5% | 19% | 22%
CCOC(=O)c1ccc(NC(=O)N2CCOCC2)cc1 | -3% | -4% | 0% | 1% | ? | -1% | -4% | 156%[activator] | 19%
CCOc1cc2[nH]c(=O)n(CCC(=O)N3CCN(c4cccc(Cl)c4)CC3)c(=O)c2cc1OCC | 3% | 2%[59 µM] | -5% | 7% | 5% | 0% | -4% | 5% | 36%

JMJD2A Tudor inh, hit marks shown above.
SMILES | Pin1 inhibitor | G9a block | PGK inhibitor | GLS inhibitor | BAZ2B block | BLM helicase inh | JMJD2A Tudor inh | POLI inh | HP1b binding inh
CN(Cc1cccs1)C(=O)CSc1nc(N)cc(N)n1 | 3% | -1% | -5% | -2% | . | -3% | 79µM* | 173%[activator] | 11%

Back to the main list; the 2 compounds before the break are reprinted first.
SMILES | Pin1 inhibitor | G9a block | PGK inhibitor | GLS inhibitor | BAZ2B block | BLM helicase inh | JMJD2A Tudor inh | POLI inh | HP1b binding inh
CCOC(=O)c1ccc(NC(=O)N2CCOCC2)cc1 | -3% | -4% | 0% | 1% | ? | -1% | -4% | 156%[activator] | 19%
CCOc1cc2[nH]c(=O)n(CCC(=O)N3CCN(c4cccc(Cl)c4)CC3)c(=O)c2cc1OCC | 3% | 2%[59 µM] | -5% | 7% | 5% | 0% | -4% | 5% | 36%
CCOC(=O)C(C)Oc1cccc2c(=O)n(CC(=O)NCc3ccc(F)cc3)ccc12 (stereo unspecified) | -1% | 27% | -9% | -6% | 2% | -2% | 10% | -13% | 27%
CCS(=O)(=O)Nc1ccc(C2=NN(C(=O)c3ccco3)C(c3ccc(C)cc3)C2)cc1 (stereo unspecified) | 6% | ? | 0% | -23% | -39% | -4% | -22% | -3% | 6%
Cc1ccc(C2(C(=O)N3CCC(n4nc(-c5ccccc5)oc4=O)CC3)CC2)cc1 | ? | 54%[activator] | 5% | 3% | -20% | -3% | -12% | 5% | 11%[57 µM]
CCC1Oc2ccc(C)cc2N(CC(=O)NCCc2ccccc2)C1=O (stereo unspecified) | -2% | 0%[59 µM] | -7% | -1% | 1% | -2% | -9% | 25% | -6%
COc1ccc(Br)cc1CNC(=O)c1cc2ccccn2n1 | -6% | -1%[59 µM] | i | 10% | 0% | -2% | -35% | -10% | 3%
Cc1cccc(C)c1NC(=O)CN(C)C(=O)CC1CC2CCC1C2 (stereo unspecified) | 3% | -12%[59 µM] | 3% | 7% | 10% | . | -8% | 17% | 14%
CCN(CC)CCNC(=O)c1cc2ccccc2nc1Cl | -4% | ? | -1% | -4% | 79µM* | 3% | 35µM* | 24% | -10%
O=C(Nc1ccccn1)N1CCOCC1 | -3% | 0%[59 µM] | -6% | 2% | 11% | 3% | 1% | 37%[activator] | 24%
Cc1ccc2nc(N(Cc3cccnc3)C(=O)c3ccco3)sc2c1 | 1% | -5%[59 µM] | -2% | -8% | -12% | 1% | -18% | 8% | -2%
CCOc1ccccc1CNC(=O)c1cnc2c(-c3ccc(OCC)c(OCC)c3)c(C)nn2c1C | 10% | -3%[59 µM] | . | -4% | -19% | -3% | -20% | -28% | -20%
CCOc1ccc(CN2CCc3nc(Nc4ccc(OC)cc4OC)ncc3C2)cc1 | ? | ? | . | -2% | -37% | -5% | 50µM* | -4% | -36%
O=C(Cn1c(=O)n(Cc2ccco2)c(=O)c2sc3ccccc3c21)Nc1ccccc1C(F)(F)F | 16% | -2%[59 µM] | -9% | -8% | -12% | -6% | -9% | 52%[activator] | 42%[activator]
CC(C)OC(=O)CSc1nnc(CNc2ccc(Cl)cc2)n1C | 3% | 14% | 1% | 1% | -12% | 1% | -1% | 25% | 31%
O=C(COC(=O)c1ccc(F)cc1)Nc1ccc2c(c1)OCO2 | 0% | . | -7% | 21% | . | . | -3% | -19% | 4%
CC(C)Cn1cc(NC(=O)Nc2cccc(C(F)(F)F)c2)c2ccccc2c1=O | ? | ? | 5% | -15% | 8%[57.1 µM] | -11% | -32% | 32%[activator] | 31%
Cc1ccc(CNC(=O)c2coc(=O)c3ccccc23)o1 | -2% | ? | 0% | 5% | -3% | -6% | -19% | 87%[activator] | 1%
CCOC(=O)c1c(C)c(C(=O)NCc2ccccc2OC)c(C)n1C | 1% | ? | -28% | -3% | -30% | -1% | -21% | 8% | 9%
O=S(=O)(Nc1cc(S(=O)(=O)N2CCOCC2)ccc1NCC1CCCO1)c1ccc(F)cc1 (stereo unspecified) | -10% | ? | 0% | 39%[activator] | -8% | . | -10% | 6% | 21%
Cc1ccc(NC(=O)Nc2cccc(C)n2)c(C)c1 | -5% | 6% | 1% | 3% | -1% | -2% | -26% | -1% | 51%[activator]
O=C(COc1ccc(S(=O)(=O)N2CCCC2)cc1Cl)NC1CC1 | -8% | 30%[12.7 µM] | 0% | 0% | 0% | -1% | -5% | -8% | 29%
COc1ccc(-c2cc(C(F)(F)F)nc(SCCC(=O)Nc3cccc(O)c3)n2)cc1 | 1% | -1%[59 µM] | 8% | 1% | -5% | -14% | -22% | 13% | 27%
COc1cc(/C=C/c2cc(C(=O)O)c3ccccc3n2)ccc1OC(F)F | -1% | -43%[59 µM] | -7% | ? | 1% | -1% | -4% | -10% | 27%

High-throughput results: PubChem, National Center for Advancing Translational Sciences (NCATS)
